# High-throughput results from PubChem BioAssay.
# SRC2 inh: inhibits human steroid receptor coactivator 2; Q15596; HEK293 GAL4-SRC2 luciferase reporter, luminescence; inhibition, % at 9 µM; 0.17% of 370,000 active;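 active = inhibition above the mean inhibition of all tested compounds plus 3 SD, set per campaign, cut at about 52% in these data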;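 also: 0% = DMSO treated cells and 100% = cells given Gossypol at 36 µM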
# TROY NFkB inh: blocks TROY-dependent signaling in reporter cells; inhibition, % at 10 µM; AID 1347056; Q293 LMP1-TROYcd NF-kB luciferase reporter, 4 h; 0.98% of 360,000 active;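 active = compounds whose plate-normalised and pattern-corrected inhibition of the luciferase reporter signal at the single screening dose is 50% or more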
# TWEAK Fn14 block: blocks TWEAK-Fn14 interaction in a reporter cell assay | inhibition, % at 10 µM | 2% of 360,000 active | AID 1159606 | TWEAK-stimulated Fn14 reporter cells, luciferase luminescence, 8 h; in the data active = inhibition above about 50%
# ABHD5-PLIN5 inh: blocks binding of human ABHD5 to perilipin-5; Q00G26+Q8WTS1; inhibition, % at 4 µM; Split G. princeps luciferase complementation, luminescence, 4 h; AID 602281; 0.78% of 360,000 active;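 active = inhibition above the mean inhibition across every tested compound plus 3 SD, cut at about 22% in these data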;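 also: 0% = DMSO only wells and the 100% control is not disclosed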
# NOD2-RIPK2 inh: blocks binding of human NOD2 to RIPK2 | CHO BLA complementation NOD2-RIPK2, CCF4 ratio | 0.38% of 360,000 active | inhibition, % at 4.98 µM; in the data active = inhibition above about 21%;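 also: 0% = vehicle only and 100% = reference blocker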
# Target sequence (O43353 whole entry, looked up): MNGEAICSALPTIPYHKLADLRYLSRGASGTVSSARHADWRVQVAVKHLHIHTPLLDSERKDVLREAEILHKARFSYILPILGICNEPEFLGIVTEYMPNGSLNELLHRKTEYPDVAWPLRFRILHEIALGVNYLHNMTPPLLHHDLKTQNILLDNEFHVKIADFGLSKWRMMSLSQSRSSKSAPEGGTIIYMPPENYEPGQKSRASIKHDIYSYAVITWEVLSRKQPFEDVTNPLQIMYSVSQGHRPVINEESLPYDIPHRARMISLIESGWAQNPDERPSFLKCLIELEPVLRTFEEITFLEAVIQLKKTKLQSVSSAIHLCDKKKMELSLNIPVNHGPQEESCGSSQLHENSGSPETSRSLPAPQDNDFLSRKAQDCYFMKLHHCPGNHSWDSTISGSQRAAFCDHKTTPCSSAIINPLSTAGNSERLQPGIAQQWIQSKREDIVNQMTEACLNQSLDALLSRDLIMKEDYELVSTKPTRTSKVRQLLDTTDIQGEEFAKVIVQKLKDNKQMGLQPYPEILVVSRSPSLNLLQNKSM
# NCOA1 inh: human NCOA1 inhibition; HEK293 GAL4-SRC1 luciferase reporter, luminescence; inhibition, % at 3.6 µM; 0.12% of 360,000 active;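 active = inhibition above the campaign mean plus 3 SD, with each screening campaign given its own cutoff, cut at about 60% in these data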;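 also: 0% = DMSO treated cells and 100% = gossypol at 36 µM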
# TLR9-MyD88 inh: blocks human TLR9 binding to MyD88; CHO BLA complementation TLR9-MyD88, CCF4 FRET ratio; AID 504734; 0.21% of 340,000 active; Q9NR96+Q99836; inhibition, % at 4.98 µM;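 active = inhibition above the mean over all tested compounds plus 3 SD, cut at about 21% in these data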;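 also: 0% = DMSO only wells and 100% = clavulanate BLA inhibitor control wells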
# Granule exo inh: blocks lytic granule exocytosis | TALL-104 LAMP-1 surface exposure, flow cytometry; cells stimulated with thapsigargin and PMA | inhibition, % at 10 µM | 0.66% of 360,000 active;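 active = inhibition above about 55%, limit read from the data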
# LRH-1 inv ag: inverse agonists of human LRH-1 (NR5A2); 0.13% of 360,000 active; HEK293T StAR-luciferase reporter, LRH-1 transfected, 24 h; O00482; inhibition, % at 3.6 µM;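 active = inhibition above the mean inhibition of all tested compounds plus 3 SD, cut at about 73% in these data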;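 also: 0% = DMSO wells and 100% = reporter-only cells lacking LRH-1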
# Target sequence (O00482 whole entry, looked up): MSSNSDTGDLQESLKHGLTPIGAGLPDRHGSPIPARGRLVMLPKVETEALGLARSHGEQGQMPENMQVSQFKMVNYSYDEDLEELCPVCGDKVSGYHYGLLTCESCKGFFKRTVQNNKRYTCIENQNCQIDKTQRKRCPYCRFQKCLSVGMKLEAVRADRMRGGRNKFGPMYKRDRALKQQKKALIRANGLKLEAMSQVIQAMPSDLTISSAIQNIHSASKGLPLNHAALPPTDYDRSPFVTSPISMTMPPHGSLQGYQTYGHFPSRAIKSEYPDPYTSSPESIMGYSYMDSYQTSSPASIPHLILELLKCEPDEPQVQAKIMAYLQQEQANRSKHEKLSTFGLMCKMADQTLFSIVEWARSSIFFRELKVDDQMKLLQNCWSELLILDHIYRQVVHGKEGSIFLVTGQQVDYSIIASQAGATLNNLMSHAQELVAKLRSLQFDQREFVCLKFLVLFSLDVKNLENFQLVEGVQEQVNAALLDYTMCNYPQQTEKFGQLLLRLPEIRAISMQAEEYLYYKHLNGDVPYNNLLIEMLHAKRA
# NCOA3 inh: inhibits human SRC3 coactivator. HEK293 GAL4-SRC3 luciferase reporter, luminescence. 0.17% of 360,000 active. inhibition, % at 3.6 µM. Q9Y6Q9;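 active = inhibition above a per-campaign cutoff, the mean of all compounds plus 3 SD, cut at about 60% in these data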;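 also: 0% = DMSO-treated cells and 100% = gossypol-treated cells at 36 µM; higher means less SRC3-driven luciferase light from the GAL4 reporter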
# NR2F2 inh: inhibitors of human COUP-TFII (NR2F2). P24468. HEK293T NGFI-A luciferase reporter, luminescence. 0.7% of 370,000 active. AID 686940. inhibition, % at 8.6 µM;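 active = inhibition above a per-plate cutoff, mean inhibition of test wells between control levels plus 3 SD, cut at about 38% in these data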;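 also: cells cotransfected with COUP-TFII expression vector driving the NGFI-A reporter; 0% = median of COUP-TF2 test wells and 100% = reporter-only cells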
# The depositor's hits bear a star; x = no result given. These rows are one share of the data; the hit share may differ from the screen's.
SMILES,SRC2 inh,TROY NFkB inh,TWEAK Fn14 block,ABHD5-PLIN5 inh,NOD2-RIPK2 inh,NCOA1 inh,TLR9-MyD88 inh,Granule exo inh,LRH-1 inv ag,NCOA3 inh,NR2F2 inh
Cc1cc(C)c2[nH]c(=O)c(CN(CC3CCCO3)C(=O)C3CCCO3)cc2c1 (stereo not given),-22,22,10,7,0,-44,-9,6,6,7,7
C[C@@H]1NC(=O)[C@H](CCC(N)=O)NC(=O)c2cc([N+](=O)[O-])cc(I)c2NCCC[C@@H](C(N)=O)NC1=O,-5,-28,9,0,-13,-15,-1,10,-7,0,8
COc1cc(NC(=O)C2CCCN(S(=O)(=O)c3ccc4[nH]c(=O)ccc4c3)C2)cc(OC)c1 (stereo not given),13,8,-23,2,6,-4,-5,0,-16,8,1
Cn1cc([N+](=O)[O-])c(C(=O)NC2CCCCCCC2)n1,19,-1,18,5,-2,8,2,-2,9,-22,3
CC(C)CCn1c(=O)[nH]c2ccccc21,27,-9,-6,-8,3,-2,-2,3,-13,3,-1
CCc1ccc(NC(=O)c2cc(-c3ccc(OC)cc3)on2)cc1,-8,1,-20,2,6,6,2,4,-7,11,-9
COc1ccc(CCNC(=O)C(C(=O)c2ccc(F)cc2)n2ccccc2=O)cc1OC (stereo not given),12,-4,6,1,3,9,-2,0,-2,-2,2
COc1cccc(/C=N/n2c(C3CCCCC3)n[nH]c2=S)c1OC,-19,-12,-6,-16,-1,-3,17,4,2,-3,-15
Brc1ccc(-c2noc(COc3ccc4ccccc4c3)n2)o1,14,-11,-15,-10,2,-32,-9,23,8,-22,-4
CCC(C(=O)O/N=C(\N)c1ccccc1)c1ccccc1 (stereo not given),-15,-20,19,-9,-5,-26,5,-3,20,-2,5
N=C1C(c2nc(-c3ccc(F)cc3)cs2)=C(O)CN1CCCN1CCOCC1,6,-12,-5,10,-12,-7,5,9,-3,4,-4
COCC(Cc1ccccc1)NC(=O)Cn1cc(C)c(=O)[nH]c1=O (stereo not given),-3,-28,-12,0,4,0,-3,10,-14,-8,-15
CC(C)NC(=O)c1cc(-c2ccco2)on1,x,-6,8,5,-19,-40,-1,-1,-93,-35,x
O=C(CCN1C(=O)C2CC=CCC2C1=O)Nc1cc(C(F)(F)F)ccc1N1CCCC1 (stereo not given),3,-18,3,-3,-4,17,-3,6,-3,8,-2
O=[N+]([O-])c1ccc(O)c(-c2nn[nH]n2)c1,-11,20,-1,5,1,-9,0,0,5,-2,-12
COCCc1ccc(OC2(C)CCN(Cc3cccn3-c3nccs3)C2)cc1 (stereo not given),1,-14,-4,3,0,10,x,-2,14,6,-8
Cc1ccc(N(CCC#N)C(=O)COC(=O)C2CCN(S(=O)(=O)c3ccc4c(c3)OCCO4)CC2)cc1,7,5,-2,-13,-10,-13,-2,4,-24,-2,-9
COc1ccc(-c2csc(NCCn3c(C)nc4cc(C(F)(F)F)ccc43)n2)cc1,17,-2,4,-10,-6,-42,4,-2,-9,-28,3
O=C(c1ccc([N+](=O)[O-])cc1)N1CCN=C1SCc1ccccc1,3,21,4,-5,10,-9,-7,0,5,-1,-6
CCCOc1ccc(F)cc1-c1cc(C(=O)NCc2cccc(C(F)(F)F)c2)[nH]n1,2,42,4,-10,-13,6,x,-2,2,10,11
Cc1nc(Br)c(Br)n1Cc1ccccc1,28,18,0,-3,-4,-11,9,9,6,9,-9
Cc1ccc(NC(=O)CN(c2ccc3c(c2)OCO3)S(=O)(=O)c2c(C)n[nH]c2C)cc1,-39,-6,0,-6,-1,13,0,8,17,1,-10
COc1cccc(CC(=O)Nc2ccc3nc(C)sc3c2)c1,-21,-15,-6,0,3,-21,-6,-4,-32,2,-15
COc1ccc(COC(=O)Nc2cn(C)nc2C(F)(F)F)cc1,11,25,4,0,3,17,8,-2,9,17,-8
CCc1ccc(NC(=O)CSc2nc3ccccc3nc2N2CCCCC2)cc1,7,21,19,-2,-12,-11,3,-1,-14,2,-8
Cc1cc(C)cc(NC(=O)CNC(c2ccccc2)c2ccccc2)c1,-19,2,-1,-5,-5,12,-14,45,-8,6,-13
NCCCC[C@@H](C(=O)NCCCCCCCCCCC(=O)N1CCNCC1)n1cc(CCCC(=O)O)nn1,x,19,2,0,-4,5,-3,4,-7,2,x
COCn1c(COc2ccc3ccccc3c2)nc2ccccc21,-65,-41,-25,-6,7,-82,6,2,-112,-54,-18
COc1ccccc1NC(C)C(=O)N/N=C/c1ccccc1OCc1cccc(Br)c1 (stereo not given),-9,-6,32,-3,-7,-9,-5,-2,-6,7,14
COc1ccc(CCNC(=O)CN2C(=O)NC(C)(c3ccc([N+](=O)[O-])cc3)C2=O)cc1 (stereo not given),27,-9,25,2,-1,11,1,6,6,-9,0
O=C(Nc1ccc2c(c1)Cc1cc([N+](=O)[O-])ccc1-2)C(F)(F)F,10,-45,-69,0,-19,-13,x,-5,-12,-31,3
CCOC(=O)c1c(NC(=O)CN2CCCCC2)sc2c1CCCC2O (stereo not given),-5,11,-5,2,12,-20,1,0,-7,-25,-4
CCOC(=O)[C@]12CCCC=C1N(Cc1ccccc1)C(=O)[C@H](CC(=O)NCc1cccc(C(F)(F)F)c1)C2,-27,x,x,-12,6,x,x,0,18,x,-14
Cn1c(=O)c2c(nc(Oc3ccccc3Br)n2C)n(C)c1=O,19,-1,10,8,0,-13,6,-3,-7,25,7
O=C(CN(C(=O)c1ccc(Cl)cc1Cl)N1C(=O)C2C3C=CC(C3)C2C1=O)c1ccc(F)cc1 (stereo not given),-24,3,11,-5,3,8,2,-1,10,-7,17
O=C(c1ccc(CS(=O)(=O)c2ccccc2)o1)N1CCN(c2ccccc2)CC1,-22,-15,5,4,-8,-6,10,-6,0,-2,7
COc1ccccc1C(=O)NCCC(=O)N1CCCC(C)C1 (stereo not given),-14,6,2,17,-2,11,-9,-2,-5,10,-1
Cc1ccc(C23CC4CC(CC(C(=O)OCC(=O)N(C)C)(C4)C2)C3)cc1,0,24,14,5,3,4,2,-1,-10,0,-3
COc1ccc(OC)c(C(=O)c2coc3cc(Br)c(O)c(Br)c23)c1,-1,0,26,5,-10,1,-2,-6,-11,-5,-4
Cc1ccc(CNC(=O)CCCNC(=O)c2ccc(Cl)cc2)n1C,-3,-16,-28,-3,-2,-2,2,-3,-10,9,7
Cc1c(CCOC(=O)CC23CC4CC(CC(C4)C2)C3)sc[n+]1CC(=O)c1ccc(Br)cc1,-6,-8,-11,9,6,7,-2,14,-2,-8,24
O=C(CNC(=O)c1ccc(OC(F)F)cc1)NCC1CCCO1 (stereo not given),-8,-1,8,5,-7,-9,-3,2,0,-2,-20
CCSc1cnn(-c2ccccc2)c(=O)c1Cl,-15,-35,4,0,1,-5,-7,-9,-18,9,-11
COc1ccccc1CNc1ncnc2cc(OC)c(OC)cc12,-5,-14,1,6,0,6,5,0,0,10,-2
Cn1c(=O)c2c(nc(NCc3cccnc3)n2Cc2cccc(C(F)(F)F)c2)n(C)c1=O,-6,0,-1,-2,3,6,1,-5,18,18,-8
Cc1oc(-c2ccc(Cl)cc2)nc1CN1CCCC(C(=O)NCc2ccccn2)C1 (stereo not given),-18,5,-2,6,-3,-5,-7,-3,-4,-5,4
CC(C)c1ccc2[nH]c(O)c(N=NC(=O)c3cccc(S(=O)(=O)Nc4cccc(Cl)c4)c3)c2c1,-6,-6,-29,-7,-9,-15,-3,0,9,6,5
Cc1ccc2c(c1)N(S(=O)(=O)c1ccc(CN3C(=O)c4cccnc4C3=O)s1)CCO2,6,33,-9,-7,5,0,-8,6,-9,-10,33
CC1CC(C)(C)CC2(C1)NC(=O)N(CC(=O)NCc1ccccc1F)C2=O (stereo not given),-18,-9,9,-5,-5,-6,0,2,12,3,1
N#CC(=Nc1ccccc1)c1ccccc1,-27,-1,-27,-5,-1,0,-11,13,-8,-24,-19
COc1ccc(CN2C(=O)C(CC(=O)NC3CCCCC3)CC(C(=O)N3CCOCC3)=C2C)cc1 (stereo not given),9,-5,-7,-11,-5,8,1,-4,12,10,3
C[C@H](CO)N1C[C@H](C)[C@@H](CN(C)S(=O)(=O)c2cccs2)Oc2ccc(NC(=O)Cn3cnnn3)cc2C1=O,-5,-13,-17,2,-6,-11,3,-1,6,12,-4
Cc1cc2oc(=O)cc(Cn3ccnc3)c2cc1Cl,-37,6,-3,-9,5,1,1,7,11,-21,3
COc1ccc(CCNC(=S)NC(=O)c2ccc(Br)cc2)cc1OC,-9,23,-3,-9,-6,-7,2,-4,8,-8,3
CN(CC(=O)Nc1ccc(F)cc1)C(=O)c1ccc(-c2ccc(Cl)cc2)o1,8,-16,-6,2,-5,-4,4,-11,-4,-6,-3
CC(=O)N(C)c1ccc(N2CCOCC2)c2c1C(=O)c1ccccc1C2=O,-4,7,14,6,3,3,-11,-2,-8,-12,-11
CC1(C)CC(=O)C2=C(C1)OC(=O)CC2c1cccs1 (stereo not given),-6,14,8,-3,2,-12,1,-5,7,16,-14
CC(=O)c1cc(C#N)c(SCc2ccncc2)nc1C,-27,10,-1,1,-11,-5,-8,-1,-4,-26,-1
CSc1ccc(C#N)cc1NC(=O)c1ccccc1C,-35,-9,11,-2,5,-8,2,-4,15,-11,-22
CC1CCc2c(sc(NC(=O)c3cccs3)c2C(=O)O)C1 (stereo not given),-118,-13,45,4,-16,37,-4,23,40,50,3
# Continuation:
SMILES,SRC2 inh,TROY NFkB inh,TWEAK Fn14 block,ABHD5-PLIN5 inh,NOD2-RIPK2 inh,NCOA1 inh,TLR9-MyD88 inh,Granule exo inh,LRH-1 inv ag,NCOA3 inh,NR2F2 inh
CC(NCCCSc1ccccc1)C(O)c1ccc(O)cc1 (stereo not given),-33,-26,-17,3,-13,-32,-10,2,5,-34,-32
Cc1cc(C)n2nc(CNS(=O)(=O)c3ccc(F)c(C)c3)nc2n1,4,-2,-14,3,-2,8,3,2,-18,-18,1
COC(=O)c1ccc(NC2=CC(=O)CC(C)(C)C2)cc1,-18,-10,-7,-4,6,0,3,2,-31,4,7
C/C(CC(=O)Nc1ccc(Cl)c(C(F)(F)F)c1)=N\NC(=O)c1cccc(O)c1,-24,-24,-11,2,-7,-16,-12,-3,7,2,-2
Cn1c(Sc2ccc(Br)cc2)c(C=O)c2ccccc21,29,x,55*,-2,1,40,2,19,2,18,11
S=C(NC1CCCC1)N1CCN(c2cccc(Cl)c2)CC1,15,9,0,2,0,-19,-4,16,12,7,8
Cc1ccccc1NN=Nc1nc2c([nH]1)c(=O)n(C)c(=O)n2C,3,-3,8,0,5,-8,-12,6,-3,-6,-16
COc1ccc(C2C(C(=O)N3CCCC3)c3cc(OC)c(OC)cc3C(=O)N2C)cc1 (stereo not given),4,3,8,1,-12,7,-3,-1,-6,0,-2
COc1ccc(Cl)cc1NC(=O)C1CCCN(S(C)(=O)=O)C1 (stereo not given),2,3,-23,-12,1,-21,5,0,-5,-1,-7
